TbPYK inhibitor – T. brucei pyruvate kinase inhibition | Q57TT1 | TbPYK enzyme, Kinase-Glo Plus ATP luminescence, 45 min | Potency, µM (doses to about 76.8 µM), for the others: at the highest dose activity, negative = inhibition, actives largely listed as inhibitors | actives 0.12% (n = 410,000); also: potency is read from the fitted curve at half-maximal effect; nearly all actives have a fitted effect of over 50% in size
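Quantitative HTS: titrated library compounds versus trypanosomal pyruvate kinase in TEA buffer (pH 7.2) containing KCl, MgCl2, BSA and Tween-20. Reactions were initiated with ADP, 130 uM final. Kinase-Glo Plus luminescence was read after 45 min at RT.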
AmpC inh detg – AmpC beta-lactamase inhibition with detergent present | P00811 | AmpC hydrolysis of nitrocefin, absorbance 480 nm, 0.01% Triton | actives 0.041% (n = 370,000) | AID 485294 | Potency, µM (doses to about 114 µM), for inactives: at the highest dose activity change, negative = inhibition, usual class: inhibitors;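 also: potency is read from the fitted curve at half-maximal effect; 0% = no-compound wells and -100% = no-enzyme wells; nearly all actives have a fitted effect of over 25% in size; some results filed as inactive show a strong effect at the top dose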
Target sequence (P00811 whole entry, looked up): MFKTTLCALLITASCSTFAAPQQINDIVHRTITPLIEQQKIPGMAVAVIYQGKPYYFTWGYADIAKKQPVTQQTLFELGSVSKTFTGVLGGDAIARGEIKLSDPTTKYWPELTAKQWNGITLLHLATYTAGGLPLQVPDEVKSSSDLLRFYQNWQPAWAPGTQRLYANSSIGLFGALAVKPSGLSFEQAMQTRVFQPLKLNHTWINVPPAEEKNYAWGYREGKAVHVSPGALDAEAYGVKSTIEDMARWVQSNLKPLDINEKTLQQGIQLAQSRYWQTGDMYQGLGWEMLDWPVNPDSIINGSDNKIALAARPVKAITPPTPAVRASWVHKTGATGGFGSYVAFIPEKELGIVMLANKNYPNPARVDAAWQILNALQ
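AmpC (5.3 nM in the dispensed reagent) in 20 mM phosphate pH 7.0 with 0.01% (detergent screen) or 0.0001% Triton X-100 was preincubated with compounds for 15 min at room temperature. Nitrocefin was then added from an 800 uM solution, and hydrolysis was followed at 480 nm.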
LmPK inh – inhibitors of Leishmania mexicana pyruvate kinase; Q27686; purified LmPK, Kinase-Glo ATP luminescence, 1 h; Potency, µM (top dose mostly 57.5 µM), without a hit: at the highest dose activity change, negative = inhibition, hits mostly inhibitors; actives 0.37% (n = 290,000); AID 1721; also: potency is read from the fitted curve at half-maximal effect
Target sequence (Q27686 whole entry, looked up): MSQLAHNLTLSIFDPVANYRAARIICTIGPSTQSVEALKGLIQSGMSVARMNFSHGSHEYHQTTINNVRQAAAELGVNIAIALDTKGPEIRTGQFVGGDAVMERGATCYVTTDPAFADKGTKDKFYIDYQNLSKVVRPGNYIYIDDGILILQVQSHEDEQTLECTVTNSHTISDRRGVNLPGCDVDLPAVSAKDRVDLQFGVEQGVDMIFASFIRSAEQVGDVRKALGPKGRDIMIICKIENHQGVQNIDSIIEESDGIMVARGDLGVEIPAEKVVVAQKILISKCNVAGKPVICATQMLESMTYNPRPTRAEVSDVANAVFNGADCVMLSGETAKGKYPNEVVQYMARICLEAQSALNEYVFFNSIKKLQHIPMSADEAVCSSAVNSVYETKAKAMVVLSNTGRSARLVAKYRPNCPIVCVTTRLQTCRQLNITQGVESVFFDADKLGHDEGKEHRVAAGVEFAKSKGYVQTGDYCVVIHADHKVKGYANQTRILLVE
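Pyruvate kinase activity monitored as ATP production (luciferase luminescence). Conditions: 0.1 nM enzyme, 0.5 mM PEP, 0.1 mM ADP, 1 h, RT; normalized against uninhibited and no-enzyme wells.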
AMA1 RON2 block – disrupts binding of P. falciparum AMA1 to RON2; AlphaScreen AMA1-biotinylated RON2 peptide binding; Potency, µM (series often up to 58.2 µM), inactives show at the highest dose activity change, negative = inhibition, most hits filed as inhibitors; actives 0.2% (n = 360,000); AID 720542;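 also: potency is read from the fitted curve at half-maximal effect; 0% = vehicle wells and -100% = peptide control; nearly all actives have a fitted effect of over 45% in size; some results filed as inactive show a strong effect at the top dose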
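AMA1 (3D7) with his tag at 25 nM final met compounds first, then biotinylated RON2 peptide at 25 nM; detection used donor plus acceptor beads, 10 µg/mL apiece, read by AlphaScreen after 30 min at room temperature.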
HCV inh – HCV inhibition | Huh7.5.1 HCVcc-Cre infection, luciferase reporter, 44 h | Potency, µM (series often up to 41.8 µM), inactives show top-dose activity change, negative = inhibition, usual class: inhibitors | actives 3.4% (n = 340,000); also: potency is read from the fitted curve at half-maximal effect
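Whole-lifecycle infectious HCVcc-Cre system; cells 1,000/well, compound then virus (~0.5 moi) added 4 h after plating, 44 h culture. Luciferase read 15 sec following 15 min substrate incubation, room temp.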
AmpC no deterg – blocks E. coli AmpC beta-lactamase in detergent-free assay. P00811. AmpC nitrocefin hydrolysis, absorbance 480 nm, 0.0001% Triton. Potency, µM (titrated, usually from 57.1 µM), for the others: at the top dose activity change, negative = inhibition, hits mostly inhibitors. actives 0.52% (n = 330,000). AID 485341;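 also: potency is read from the fitted curve at half-maximal effect; plate controls were no compound for no effect and no enzyme for full effect; nearly all actives have a fitted effect of over 20% in size; some results filed as inactive show a strong effect at the top dose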
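AmpC (5.3 nM in the dispensed reagent) in 20 mM phosphate pH 7.0 with 0.01% (detergent screen) or 0.0001% Triton X-100 was preincubated with compounds for 15 min at room temperature. Nitrocefin was then added from an 800 uM solution, and hydrolysis was followed at 480 nm.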
HCMV antiviral – inhibitors of human cytomegalovirus. HFF cells, HCMV-luciferase reporter, 72 h; stronger effect = lower value. activity change, negative = inhibition, % at 57.5 µM. actives 4.5% (n = 410,000). AID 1259415; in the data active = activity change below about -60%; inconclusive = no clear call, values can overlap the other calls; inactive = above about -39%
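Cell-based, HFFs, 1000 cells/well, 16 h 37C; cpds in DMSO + HCMV-luc, MOI 1 PFU/cell; 72 h 37C; OneGlo luminescence after 5 min RT; norm. to buffer vs Salinomycin 10uM.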
An asterisk follows results filed as active; ? = inconclusive; nt = no result given; & = joins results of further samples; [ ] = another dose, or the depositor's remark. Unless noted, calls follow the shape of the dose curve; as a rule, active = well fitted curve in the direction sought with a large enough effect; inconclusive = small, poorly fitted or top-dose-only effect, or another doubt; inactive = no such curve, though single readings can be large; an effect the other way counts as inactive or inconclusive. Unless noted, % is scaled to controls: 0 for no effect and ±100 for the full control effect.

SMILES	TbPYK inhibitor	AmpC inh detg	LmPK inh	AMA1 RON2 block	HCV inh	AmpC no deterg	HCMV antiviral
Cc1cccc(NC(=O)NNC(=O)c2ccc(C)c([N+](=O)[O-])c2)c1	-9%	-2%	1%	73%[activator]	11%	-23%	9
O=C(CN1C(=O)NC2(CCCCC2)C1=O)N1CCN(S(=O)(=O)c2cccc([N+](=O)[O-])c2)CC1	1%	?	nt	2%	-12%	0%	0
COc1ccc(NS(=O)(=O)c2cc(NC(=O)CCNC(C)=O)ccc2N2CCOCC2)cc1	-5%	-16%	nt	-12%	-4%	-18%	-12
O=S(=O)(Nc1cc(F)ccc1F)c1cccc2nonc12	1%	4%	-7%	0%	16%	-21%	-35
Cc1ccc(OCCCC(=O)NC(C)c2ccccc2)cc1 (stereo not drawn)	-5%	0%	-5%	12%	-1%	-2%	-11
CCCCNC(=O)C(C#N)c1nc2ccccc2nc1N1CCN(Cc2ccc3c(c2)OCO3)CC1 (stereo not drawn)	-6%	nt	nt	-9%	2%	nt	nt
CCC(C)C(=O)N1CCCC(c2nc(-c3cccs3)no2)C1 (stereo not drawn)	0%	?	-2%	-4%	14%	-1%	83
Cc1cnn(-c2cc(Oc3ccccc3)ncn2)c1	3%	3%	-4%	20%	-9%	1%	43
COc1ccc(NC(=O)Cn2c(SCc3cc(C)ccc3C)nc3ccncc32)c(OC)c1OC	-8%	21%	nt	nt	nt	nt	-24
Cc1ccc(OCC(=O)Nc2ccccc2C(=O)OCc2cc(=O)n3c(C)csc3n2)cc1	-9%	7%	nt	nt	nt	nt	-12
Cc1ccc(Cc2nc(-c3ccncc3)no2)cc1	8%	-11%	1%	-10%	5%	3%	-19
CCOC(=O)C1=C(CC)Nc2ccccc2N=C1NC(=O)c1ccc(S(=O)(=O)N(C)C)cc1	?	-4%	0%	-4%	-13%	70%[activator]	-12
O=C(CSc1nnc(NC(=O)NC2CCCCC2)s1)Nc1ccccc1F	3%	1%	nt	nt	nt	nt	71
O=C(c1ccco1)N1CCN(CC(=O)N(C2CCCCC2)C2CCS(=O)(=O)C2)CC1 (stereo not drawn)	0%	?	-3%	1%	2%&-21%	-5%	19
COc1ccc(C2(NC(C)=O)CCN(C(=O)c3cccs3)CC2)cc1	3%	?	5%	-15%	19%	-6%	0
CCCn1c2c(c(O)c(C(=O)NCc3ccccc3)c1=O)CCCC2	-2%	-2%	6%	24%	5µM*	-1%	23
O=C(CCc1nc2ccccc2s1)N1CCN(c2ccccc2)CC1	2%	-12%	6%	-10%	3%	-3%[11.4 µM]	38
CC1(C(=O)NS(=O)(=O)C2CC2)CCCN(C(=O)c2ccc(F)cc2Cl)C1 (stereo not drawn)	2%	nt	nt	3%	nt	nt	6
Cc1ccc(C(C)(C)C)c(OCCCn2ccnc2)c1	4%	-2%	-2%	-22%	-9%	92%[activator]	3
CCCOc1ccc(CNC(=O)c2ccc3nc(N4CCOCC4)sc3c2)cc1	-5%	1%	2%	3%	-9%	-13%	-14
CS(=O)(=O)N1CCC(C(=O)Nc2ccc(C(F)(F)F)cc2)CC1	2%	?	-2%	13%	-3%	-9%	-5
CC(=O)OCCCNc1cc(Sc2ccc(Cl)cc2)c2nonc2c1[N+](=O)[O-]	-5%	-3%	-1%	-9%	4%	-21%	32
Cn1c(SCc2ccc(Br)cc2)nc2c([nH]c3ccccc32)c1=O	4%	-10%	nt	nt	nt	nt	16
O=C(c1cccc(S(=O)(=O)N2CCOCC2)c1)N(CCc1ccccc1)Cc1ccccc1	2%	?	nt	-13%	?	174%[activator]	-5
Cc1cc(C)c(C#N)c(Cl)n1	-8%	-6%	-4%	11%	20%	-5%	-31
O=C(Nc1ccc(F)cc1F)C1CCN(c2ncccn2)CC1	-3%	7%	nt	nt	nt	nt	-11
COc1ccc(N(CC(=O)Nc2ccccc2C(F)(F)F)C2=NC3CS(=O)(=O)CC3S2)cc1 (stereo not drawn)	-2%	-12%	-4%	-14%	10%	76%[activator]	103
COC(=O)c1ccc(CNC(=O)CSC(C)C(=O)Nc2cc(C)on2)cc1 (stereo not drawn)	-6%	1%	nt	-6%	-11%	-9%	28
N#C/C(=C\c1c(F)cccc1Cl)c1nn(-c2ccccc2)c(-n2cccc2)c1C#N	-14%	-1%	1%	-10%	-25%	-53%	?
Cn1c2c(c(=O)n(C)c1=O)C(C(F)(F)F)(C(F)(F)F)N=C(CCC1CCCCC1)N2	1%	?	6%	-1%	?	41%	-103*
CCc1cccc(OCCCn2ccnc2)c1	1%	-14%	-2%	-4%	24%	-18%	10
O=C(NCc1nc2ccccc2[nH]1)C1=C[C@@H](C2CC2)C[C@@H](OCc2ccc(CO)cc2)O1	-3%	3%	4%	17%	?	3%	-15
Cc1ccc2c(c1)N(C(=O)Nc1ccc(Br)cc1F)CCO2	0%	16%	nt	nt	nt	nt	-3
Cc1ccc(C(=O)CCC(=O)Nc2cc(C)ccn2)cc1	2%	-5%	nt	12%	-4%	-33%	17
O=C(CSc1cccc[n+]1[O-])Nc1ccc([N+](=O)[O-])cc1Cl	-4%	-14%	1%	-23%	4%	-21%	15
Cc1ccc(S(=O)(=O)NCCC(=O)N2CCC(C(N)=O)CC2)cc1C	4%	-15%	nt	18%	16%	-3%	13

Complete entries from above. Values in the order: TbPYK inhibitor | AmpC inh detg | LmPK inh | AMA1 RON2 block | HCV inh | AmpC no deterg | HCMV antiviral
COC(=O)c1ccc(CNC(=O)CSC(C)C(=O)Nc2cc(C)on2)cc1 (stereo not drawn) across the screens: -6% | 1% | nt | -6% | -11% | -9% | 28
O=C(NCc1nc2ccccc2[nH]1)C1=C[C@@H](C2CC2)C[C@@H](OCc2ccc(CO)cc2)O1 across the screens: -3% | 3% | 4% | 17% | ? | 3% | -15
Cn1c2c(c(=O)n(C)c1=O)C(C(F)(F)F)(C(F)(F)F)N=C(CCC1CCCCC1)N2 across the screens: 1% | ? | 6% | -1% | ? | 41% | -103*

Next section:
SMILES	TbPYK inhibitor	AmpC inh detg	LmPK inh	AMA1 RON2 block	HCV inh	AmpC no deterg	HCMV antiviral
NC(=O)c1ccccc1OC1CCC1	-10%	4%	-12%	14%	8%	0%	1
CCn1cc(S(=O)(=O)Nc2ccc3c(c2)OCCO3)cn1	0%	6%	-3%	4%	-13%	-12%	?
CC(=O)N(CCC1(C(C)C)CCOC(C)(C)C1)Cc1ccco1 (stereo not drawn)	3%	1%	1%	-5%	8%	73%[activator]	-5
CCCCN(CC(=O)NC(C)(C)C)C(=O)C(=O)Nc1ccc2c(c1)OCCO2	-4%	-3%	1%	12%	-18%	28%	10
COc1ccc(C(=O)NCC(=O)Nc2ccc(-c3ccccc3)cc2)cc1	-3%	-14%	16%	4%	15%	-12%	9
CC[C@@]1(C(=O)OC)N[C@H](CN(C)C(=O)Nc2ccc(C)cc2)[C@@H]2C(=O)N(Cc3ccccc3)C(=O)[C@@H]21	-3%	nt	nt	-16%	4%[8.37 µM]	37%	31
O=S(=O)(c1ccc(Cl)nc1)N1CCCCC1	3%	-13%	-6%	-12%	-7%	-20%	10
CCOC(=O)C(=CNc1ccc(N2CCCCC2)c(S(=O)(=O)Nc2ccccc2OC)c1)C(=O)OCC	-21%	nt	nt	-6%[11.6 µM]	?	nt	-6
Cc1cccc(C)c1NC(=O)CCCSc1nc2ccccc2s1	-12%	-1%	4%	-7%[11.6 µM]	-17%	-13%	-8
Cc1ccc(C(=O)c2sc3nc4c(cc3c2N)CCC4)cc1	-10%	-18%	0%	-7%[2.32 µM]	-1%	-16%	7
Cc1nc(N2CCN(c3ccccn3)CC2)c2c(C)c(C(=O)N3CCN(c4ccccc4F)CC3)sc2n1	2%	4%	-1%	-14%	32µM*	71%[activator]	14
CC(C)Oc1cc(C(=O)N2CCC(N3CCCCC3)CC2)ccc1Nc1nnc(Cl)c(Nc2ccccc2S(C)(=O)=O)n1	0%	nt	nt	-8%	-20%	nt	nt
NC(=O)C(=CNc1nc(-c2ccc(Cl)c(Cl)c2)cs1)C(N)=O	nt	-7%	-10%	nt	nt	14µM*	nt
CCCNC(=O)c1ccccc1NS(=O)(=O)c1ccc2c(c1)OCCO2	-1%	-14%	-2%	19%	2%	-26%	60
COC(=O)c1cc(NC(=O)CN2CCc3cc4c(cc3C2)OCCCO4)cc(C(=O)OC)c1	2%	-8%	-4%	-6%	?	-13%	-10
CC(=O)Nc1ccc(OCc2nnc(-c3ccccc3)o2)cc1	-7%	-10%	2%	7%	5%	-13%	18
C#CCOCCOCCOCCNc1nc(N2CCN(C(=O)[C@H](CCC(=O)O)n3cc(C(N)CO)nn3)CC2)nc(N2CCN(C(=O)[C@H](Cc3ccc(O)cc3)n3cc(C(N)CC(C)C)nn3)CC2)n1 (stereo partly drawn)	nt	4%	-2%	nt	nt	174%[activator]	nt
Cc1cccc(NC(=S)NCCc2ccc3c(c2)OCCO3)c1C	2%	-6%	-2%	13%	?	-30%	-36
CCN(Cc1cc2ccccc2[nH]c1=O)C(=O)c1cccnc1	2%	-1%	-2%	-7%	3%	4%	2
COC(=O)c1ccc(C23CC4(C2)[C@H](CN(CC2CCCCC2)[C@@H]4c2ccccc2)C3c2ccccc2)cc1 (stereo partly drawn)	-10%	-4%	3%	1%	-8%	-4%	7
CCN(C(=O)C1CCN(c2nc(-c3ccc(OC)cc3)no2)CC1)c1ccccc1	0%	-17%	1%	-10%	10µM*	142%[activator]	-2
Cc1ccsc1C(=O)Nc1ccc2c(c1)OCCO2	?	4%	16µM*	-6%	0%	-19%	66
CCOc1ccc(OCC)c(NC(=O)CCNS(=O)(=O)c2cc(Br)cnc2N)c1	-2%	-3%	4%	0%	-3%	-2%	-4
CCCC(=O)Nc1cc(-c2nn(C)c(=O)c3ccccc23)ccc1N1CCCCC1	-5%	nt	nt	6%	?	nt	23
CCC(C)NC(=O)C(=O)Nc1c2c(nn1-c1ccccc1)CS(=O)(=O)C2 (stereo not drawn)	0%	10%	nt	nt	nt	nt	0
Cc1ccc(Sc2ncccc2NC(=O)c2ccccc2Cl)cc1	-2%	-11%	4%	7%	?	-14%	?
O=C(N=C1SC2CS(=O)(=O)CC2N1CCc1ccccc1)C1CCCCC1 (stereo not drawn)	3%	-2%	1%	-1%	3%	10%	-11
O=C(/C=C/c1ccco1)N1CCCC(c2ccccc2)C1 (stereo not drawn)	-13%	?	2%	0%	6%	-17%	?
Cn1c(N)c(C(=O)COC(=O)Cc2c(F)cccc2Cl)c(=O)n(C)c1=O	4%	nt	nt	-2%	-5%	-12%	2
c1ccc(CC2CCN(c3nc4ccccc4n4nnnc34)CC2)cc1	5%	1%	2%	20%	-3%	-18%	-102*

High-throughput results (PubChem BioAssay)
